Neddyl block: cullin neddylation inhibition. P61081+Q13564. TR-FRET cullin neddylation, biochemical. calls only at 25 µM. 360,000 tested, 0.58% active. AID 651699; in the data active means inhibition above about 36%
LMPTP block: LMPTP (human) inhibition; 360,000 tested, 0.22% active; recombinant LMPTP-A, OMFP fluorogenic substrate, fluorescence intensity; AID 651560; inhibition, % at 20 µM;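 active means compounds that cut the enzyme signal by at least half of the control window in the single-dose screen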;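 further: plate controls were DMSO wells with enzyme plus substrate for no effect and substrate without enzyme for full effect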
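Assay system: LMPTP-A phosphatase enzyme | Input: 0.625 nM enzyme | Also added: Fluorogenic phosphatase substrate OMFP at 400 µM final | Compound dosing: One test concentration per compound, 20 µM, with 3% DMSO overall | Schedule: 50 min enzyme reaction at room temperature, protected from light | Signal: Fluorescence intensity | Benchmarks: no-enzyme and uninhibited controls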
Rin1 Abl inh: blocks binding of human Rin1 to Abl; TR-FRET Rin1/Abl binding, biochemical; inhibition, % at 7.35 µM; 360,000 tested, 0.4% active; AID 588664; in the data active means inhibition above about 5%, passing the limit was not always enough
STEP block: blocks human striatal-enriched tyrosine phosphatase | inhibition, % at 20 µM | 360,000 tested, 0.25% active | AID 588621 | P54829 | recombinant STEP, OMFP fluorogenic substrate, fluorescence;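 active means inhibition at 20 µM, scaled per plate between control wells, above about 37%, limit read from the data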;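 further: 0% = DMSO with enzyme and substrate and 100% = substrate only without enzyme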
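Material: STEP (striatal-enriched tyrosine phosphatase) enzyme, cell-free; Compound dosing: 20 µM single dose in 1% DMSO; Technique: fluorescence read at 480 nm ex / 540 nm em; Times: reaction 20 min, ambient temperature; Medium: 50 mM Bis-Tris pH 6.0 with 2.5 mM DTT and 0.005% Tween 20; Also added: OMFP at 25 µM.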
Scp-1 inhibitor: Scp-1 (human) phosphatase inhibition; 340,000 tested, 0.88% active; Recombinant Scp1, phosphopeptide, malachite green phosphate absorbance; AID 493091; inhibition, % at 20 µM; Q9GZU7;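 active means inhibition above about 50% at 20 µM, limit read from the data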;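 further: plate controls were DMSO wells with enzyme for no effect and wells lacking enzyme for full effect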
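assay system = SCP-1 phosphatase catalytic domain, residues 76-261 | buffer or medium = 50 mM Tris acetate pH 5.5, 0.005% Tween-20, 10 mM MgCl2 | incubation = enzyme reaction 45 min at room temperature, colour 5 min, stabilisation 30 min | signal = Phosphate-binding colour reagent, absorbance read at 630 nm | measure = % inhibition at 20 µM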
NadD inh: blocks S. aureus nicotinate mononucleotide adenylyltransferase | purified NadD enzyme, colorimetric absorbance read-out | inhibition, % at 20 µM | 360,000 tested, 0.78% active; in the data active means inhibition above about 26%; further: some compounds past the cut are filed as inactive
DNMT1 inh: DNMT1 (human) enzyme inhibition. 360,000 tested, 0.83% active. DNMT1 molecular beacon, Hinp1I cleavage, fluorescence. AID 588458. inhibition (reported as % activation of signal), % at 10 µM; in the data active means inhibition above about 50%
Target sequence (P26358 504-1616 limits assumed): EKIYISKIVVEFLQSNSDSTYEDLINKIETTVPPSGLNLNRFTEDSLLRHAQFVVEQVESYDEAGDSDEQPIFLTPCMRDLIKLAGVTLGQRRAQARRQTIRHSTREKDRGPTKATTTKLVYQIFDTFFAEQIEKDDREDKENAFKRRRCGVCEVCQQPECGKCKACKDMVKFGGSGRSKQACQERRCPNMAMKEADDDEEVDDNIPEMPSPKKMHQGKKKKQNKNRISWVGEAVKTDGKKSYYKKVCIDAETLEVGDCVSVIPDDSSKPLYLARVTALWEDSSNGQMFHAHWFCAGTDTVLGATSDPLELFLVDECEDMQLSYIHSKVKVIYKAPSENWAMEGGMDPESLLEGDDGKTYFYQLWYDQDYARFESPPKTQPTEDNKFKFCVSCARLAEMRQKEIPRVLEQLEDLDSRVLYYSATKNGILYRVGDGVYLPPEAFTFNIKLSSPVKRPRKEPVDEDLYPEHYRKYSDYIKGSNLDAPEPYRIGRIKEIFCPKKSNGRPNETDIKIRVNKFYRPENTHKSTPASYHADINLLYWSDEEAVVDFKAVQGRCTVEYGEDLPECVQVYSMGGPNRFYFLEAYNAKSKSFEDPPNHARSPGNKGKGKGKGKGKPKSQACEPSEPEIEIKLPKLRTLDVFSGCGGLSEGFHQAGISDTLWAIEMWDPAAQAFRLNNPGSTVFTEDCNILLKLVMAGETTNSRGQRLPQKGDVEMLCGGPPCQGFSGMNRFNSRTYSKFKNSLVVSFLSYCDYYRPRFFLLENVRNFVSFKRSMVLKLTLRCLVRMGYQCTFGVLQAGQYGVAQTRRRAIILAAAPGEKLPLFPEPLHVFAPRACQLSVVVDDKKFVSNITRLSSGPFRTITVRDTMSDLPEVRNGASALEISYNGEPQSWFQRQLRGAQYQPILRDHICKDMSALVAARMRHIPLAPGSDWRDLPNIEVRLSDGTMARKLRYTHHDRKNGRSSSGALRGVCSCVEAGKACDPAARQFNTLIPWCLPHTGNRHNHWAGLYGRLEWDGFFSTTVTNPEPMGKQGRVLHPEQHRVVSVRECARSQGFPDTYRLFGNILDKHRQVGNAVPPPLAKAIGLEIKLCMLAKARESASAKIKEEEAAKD
SUMO1 PPI mod: SUMO1-SIM interaction modulation | P63165 | SUMO1 binding to a labelled peptide, TR-FRET, 1 h | inhibition, % at 20 µM | 360,000 tested, 0.33% active | AID 602429; in the data active means inhibition above about 37%
Rpn11 inh: blocks the human proteasome subunit Rpn11. O00487. human 26S proteasome, Ub4-pepOG fluorescence polarization; 20S core pre-blocked with epoxomicin. calls only at 20 µM. 360,000 tested, 0.59% active. AID 588493;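 active means inhibition at 20 µM, scaled to each plate's controls, above about 33%, limit read from the data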
CSN inh: inhibitors of human CSN-mediated cullin deneddylation | Q92905 | Purified CSN, SCF-Nedd8-OG deneddylation, fluorescence polarization | inhibition, % at 12.5 µM | 360,000 tested, 0.38% active | AID 651999;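 active means pattern-corrected inhibition above about 35%, with an unprinted fluorescence ratio check between 0.5 and 1.5, limit read from the data, passing the limit was not always enough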;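 further: 0% = enzyme with substrate and 100% = substrate without enzyme; some results filed as inactive read as strong as hits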
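Test system: purified human Csn5 enzyme expressed in HEK293T cells. Amount: 0.24 nM enzyme. Reagent: SCFSkp2-Nedd8OG substrate at 10 nM final. Schedule: 90 min incubation of compound, enzyme and substrate at room temperature. Detection: fluorescence polarization. Read-out: % inhibition of substrate cleavage by Csn5.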
* marks the source's active call; other numbers are inactive results; i = inactive; . = not tested or not shown; + = active, no number.

The line under a structure holds: Neddyl block	LMPTP block	Rin1 Abl inh	STEP block	Scp-1 inhibitor	NadD inh	DNMT1 inh	SUMO1 PPI mod	Rpn11 inh	CSN inh
Clc1ccccc1OCCN1CCC(Cc2ccccc2)CC1
  i	-1.5	2	3	3	2	-1	-1	i	-1
COc1ccc(Br)cc1/C=c1\sc2nc(-c3ccco3)nn2c1=O
  i	19	0	12	88*	40*	106*	37	+	41*
CCOC(=O)c1cc(=O)c2ccc(OCC(=O)Nc3ccccc3)cc2o1
  i	-2.2	0	4	-10	-3	0	-12	i	1
COc1cccc2c1C(=O)c1ccc3ccccc3c1C2=O
  i	5.0	-2	6	-15	5	-9	-14	i	-6
Clc1ccccc1-c1nnn(Cc2ccc(-c3nn[nH]n3)cc2)n1
  i	0.4	2	1	-7	4	0	17	i	2
CCCNC(=O)c1cc(C2CCCCN2S(C)(=O)=O)on1 (stereo not drawn)
  i	-1.2	0	-1	.	0	4	0	i	2
Nc1nc(SCc2ccc(Cl)cc2Cl)ns1
  i	-0.3	5	2	0	7	-7	0	i	1
CSc1ccc(OC2(C)CCN(Cc3ccc(OC(F)(F)F)cc3)C2)cc1 (stereo not drawn)
  i	2.7	0	-1	.	-1	4	-1	i	-4
Cc1cccc(NC(=O)c2ncn3c2C(=O)N(C)CC3)c1
  i	-1.6	0	0	.	0	11	0	i	-3
Cc1cc(C)n2c(SCc3cccs3)nnc2n1
  i	-0.3	1	2	-7	-6	-3	2	i	-2
COC(=O)c1[nH]c2cc(C)ccc2c1NC(=O)CN1CCOCC1
  i	-1.4	1	-1	-17	-4	0	-6	i	6
O=C(NCc1ccccc1)C1=C[C@H](c2coc3ccccc3c2=O)C[C@H](OCCCCO)O1
  i	-1.0	-5	-2	-6	-2	-4	-2	i	0
CCN(CC)S(=O)(=O)c1ccc(C)c(NC(=O)COC(=O)C=C(C)C)c1
  i	0.3	-5	2	1	-2	0	-4	i	-1
O=C1/C(=C\c2ccc3ccccc3c2)CCCc2ccccc21
  i	3.3	-1	2	-12	-1	6	1	i	5
Cc1ccc(-n2c(=O)[nH]c3c(oc4ccccc43)c2=O)cc1
  i	-0.9	-6	0	-5	-3	-1	14	i	2

Rewritten with values ahead of the structure: 10 of the compounds above.
Neddyl block,LMPTP block,Rin1 Abl inh,STEP block,Scp-1 inhibitor,NadD inh,DNMT1 inh,SUMO1 PPI mod,Rpn11 inh,CSN inh,Structure
i,19,0,12,88*,40*,106*,37,+,41*,COc1ccc(Br)cc1/C=c1\sc2nc(-c3ccco3)nn2c1=O
i,-2.2,0,4,-10,-3,0,-12,i,1,CCOC(=O)c1cc(=O)c2ccc(OCC(=O)Nc3ccccc3)cc2o1
i,5.0,-2,6,-15,5,-9,-14,i,-6,COc1cccc2c1C(=O)c1ccc3ccccc3c1C2=O
i,0.4,2,1,-7,4,0,17,i,2,Clc1ccccc1-c1nnn(Cc2ccc(-c3nn[nH]n3)cc2)n1
i,-1.2,0,-1,.,0,4,0,i,2,CCCNC(=O)c1cc(C2CCCCN2S(C)(=O)=O)on1 (stereo not drawn)
i,-0.3,5,2,0,7,-7,0,i,1,Nc1nc(SCc2ccc(Cl)cc2Cl)ns1
i,2.7,0,-1,.,-1,4,-1,i,-4,CSc1ccc(OC2(C)CCN(Cc3ccc(OC(F)(F)F)cc3)C2)cc1 (stereo not drawn)
i,-1.6,0,0,.,0,11,0,i,-3,Cc1cccc(NC(=O)c2ncn3c2C(=O)N(C)CC3)c1
i,-0.3,1,2,-7,-6,-3,2,i,-2,Cc1cc(C)n2c(SCc3cccs3)nnc2n1
i,-1.4,1,-1,-17,-4,0,-6,i,6,COC(=O)c1[nH]c2cc(C)ccc2c1NC(=O)CN1CCOCC1

The results go on.
The line under a structure holds: Neddyl block	LMPTP block	Rin1 Abl inh	STEP block	Scp-1 inhibitor	NadD inh	DNMT1 inh	SUMO1 PPI mod	Rpn11 inh	CSN inh
COc1ccc(CCC(=O)NNC(=O)Nc2ccc(C(C)C)cc2)cc1
  i	-0.6	0	-4	-6	-7	-2	2	i	0
Cc1cc2oc(=O)cc(-c3ccccc3)c2c(C)c1-c1ccc(F)c(Cl)c1
  i	3.6	-1	3	-4	5	-1	-1	i	0
CCC1CCCCN1Cc1nc2c(c(=O)n(C)c(=O)n2C)n1Cc1cccc2ccccc12 (stereo not drawn)
  i	-2.4	2	1	-1	2	3	-4	i	2
COc1cc(O)c(C(CC(=O)N2CCCCC2)c2cc(OC)c(OC)c(OC)c2)c(OC)c1 (stereo not drawn)
  i	-1.3	0	0	2	-6	4	3	i	0
CCOc1ccc2nc(NC(=O)C3CCN(S(=O)(=O)c4cnc[nH]4)CC3)sc2c1
  i	0.3	0	-1	-1	5	-4	13	i	-6
O=C(Nc1ccccn1)c1cc2cc([N+](=O)[O-])ccc2s1
  i	9.3	2	2	-6	2	10	13	i	3
NCCNc1ccc(C(=O)N2c3ccccc3Sc3ccccc32)cc1[N+](=O)[O-]
  i	-1.7	-4	4	11	7	-2	-125	i	0
COC(=O)CCS(=O)(=O)c1ccc(NC(C)=O)cc1
  i	-0.8	2	-2	-1	-1	-4	-1	i	7
COc1ccc(NC(=O)CC(NCCc2ccccc2)C(=O)O)c(OC)c1 (stereo not drawn)
  i	-0.9	-4	1	-4	3	-1	1	i	-1
O=C(NC1CCCC1)c1cc(-c2ccc(F)cc2)on1
  i	-0.8	-1	-2	-10	-2	1	0	i	2
COc1ccc(/C=C/C(=O)OCC(=O)Nc2cccc(Oc3ccccc3)c2)c(OC)c1
  i	5.4	-5	0	-21	-5	-6	0	i	-3
O=C(CSc1nnc(COc2ccccc2)o1)N1CCOCC1
  i	-0.7	1	-3	-5	25	4	-6	i	0
O=C(O)CCN1C(=O)/C(=C2\C(=O)N(Cc3ccc(F)cc3)c3ccccc32)SC1=S
  i	82*	-1	93*	88*	2	4	14	i	7
Nc1cc(S(=O)(=O)Nc2cc(Cl)ccc2Cl)ccc1N1CCCC1
  i	-0.7	1	8	4	3	-10	0	i	-1
CCC(=O)N1CCc2cc(-c3csc(NC(=O)c4ccco4)n3)ccc21
  i	0.3	-1	-1	-5	-7	2	2	i	6
CCCc1[nH]nc2c1C(c1ccc(OC)c(Cn3nc(C)c(Br)c3C)c1)C(C#N)=C(N)O2 (stereo not drawn)
  i	-0.7	0	0	-4	5	-16	-2	i	2
N#CC1=C(N)NC(SCC(=O)c2ccccc2)=C(C#N)C12CCCC2
  i	0.7	-4	-2	0	3	-12	-6	i	-8
CC(=O)N1CCN(S(=O)(=O)c2cccc(C(=O)OCC(=O)NCc3ccccc3Cl)c2)CC1
  i	-0.9	-5	2	.	4	1	1	i	1
O=C(/C=C/c1ccc2c(c1)OCO2)Nc1cccnc1
  i	0.7	-4	-3	-6	-9	-2	-13	i	3
Cc1cnc(C(=O)N2CCN(S(=O)(=O)c3cc(C(F)(F)F)cc(C(F)(F)F)c3)CC2)cn1
  i	-3.7	7	-2	11	10	10	7	i	0
O=C(N/N=C/c1ccc(C(=O)O)cc1)C(=O)N1CCCCCC1
  i	2.5	1	0	-7	-4	1	-1	i	-1
O=C(OCC(=O)N(c1ccccc1)C1CCCCC1)c1ccc(CO)cc1
  i	0.6	0	4	-6	-4	0	6	i	2
Cn1c2ccccc2c(=O)c2cc(NCCCN3CCOCC3)ccc21
  i	-0.4	-4	1	-6	-3	7	-3	i	-1
C=CCNc1nc(-c2c(C)nc3ncccn23)cs1
  i	-0.3	-1	-3	-6	-3	-1	-2	i	-5
CNS(=O)(=O)c1ccc(C)cc1
  i	-2.3	-5	1	-5	-2	0	-1	i	2
COc1ccc2cc(CO)c3cc(OC)c(OC)cc3c2c1
  i	1.2	-3	-3	-8	-7	-27	2	i	-2
COc1ccc2[nH]c(=O)c(C(c3nnnn3C3CCCCC3)N3CCN(C)CC3)cc2c1 (stereo not drawn)
  .	-1.5	1	-3	-2	-2	0	-5	i	3
O=C(COC(=O)c1cccc(Br)c1)NCCc1ccccc1
  i	-0.7	2	1	-12	-6	-2	-2	i	1
COCCC(=O)N1CCC(Oc2ccc(C(=O)NC3CCOC(C)(C)C3)cc2)CC1 (stereo not drawn)
  i	-0.4	1	-1	-1	-6	4	3	i	0
COc1ccc([N+](=O)[O-])cc1NC1CCCCC1
  i	3.2	4	2	-20	-2	-3	-19	i	5
COc1cccc(C=Nc2cc(C(C)C)c(O)cc2C)c1O
  i	0.9	6	0	-2	7	-1	-11	i	3
OCC[C@H]1C[C@@H](O)[C@H](O)[C@]2(CCc3ccccc3O2)O1
  i	-2.0	3	0	-12	1	6	2	i	2
Cc1ccccc1C(=O)c1cccn1CC(=O)NCC1CCCO1 (stereo not drawn)
  i	-1.1	1	2	1	7	-2	0	i	-1

From PubChem BioAssay
